# GLP1R inv ag – GLP-1 receptor (human) inverse agonism. Potency, µM (top dose mostly 38.3 µM), inactives show at the top dose activity change, negative = inhibition, actives largely listed as inhibitors. hit rate 1.6% among 410,000. HEK293 GLP-1R CRE-luciferase, luminescence, 24 h; GLP-1R form is constitutively active; note: potency is the fitted concentration of half-maximal effect; % is set by controls: 0 for no effect and ±100 for the full control effect; nearly all actives have a fitted effect of over 55% in size
#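 HEK293 cells stably co-expressing a cAMP-responsive luciferase reporter and constitutively active GLP-1R were seeded, incubated 12 h, then exposed to compounds for 24 h at 37 C. Luminescence was read 12 min after detection reagent; inverse agonists lower signal.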
# PLK1 PBD inh – inhibitors of human PLK1 polo-box domain binding; P53350; Plk1 PBD binding of FITC phosphopeptide, fluorescence polarization; Potency, µM, for the others: max response, negative = inhibition, hits mostly inhibitors; hit rate 2.8% among 360,000; AID 720504; note: potency is the fitted concentration of half-maximal effect; series mostly up to about 57 µM; % is set by controls: 0 for no effect and ±100 for the full control effect; nearly all actives have a fitted effect of over 65% in size
# GLP-1R agonist – agonists of human GLP-1 receptor | HEK293 GLP-1R CRE-luciferase, luminescence, 4-6 h; cells express a hypersensitive GLP-1R form | Potency, µM (highest dose often 45.6 µM), for inactives: at the highest dose activation, hits mostly activators | hit rate 0.007% among 380,000; note: potency is the fitted concentration of half-maximal effect; % of control where 0% means no effect
# EPAC1 antag – EPAC1 (human) antagonism; O95398; EPAC1 GEF assay, Rap1b-BODIPY-GDP exchange fluorescence; Potency, µM (titrated, usually from 115 µM), inactives show at the highest dose activity change, negative = inhibition, actives largely listed as inhibitors; hit rate 0.14% among 360,000; AID 720709;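 note: potency is the fitted concentration of half-maximal effect; plate controls were vehicle for no effect and positive control for full effect; nearly all actives have a fitted effect of over 50% in size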
# Target sequence (O95398 whole entry, looked up): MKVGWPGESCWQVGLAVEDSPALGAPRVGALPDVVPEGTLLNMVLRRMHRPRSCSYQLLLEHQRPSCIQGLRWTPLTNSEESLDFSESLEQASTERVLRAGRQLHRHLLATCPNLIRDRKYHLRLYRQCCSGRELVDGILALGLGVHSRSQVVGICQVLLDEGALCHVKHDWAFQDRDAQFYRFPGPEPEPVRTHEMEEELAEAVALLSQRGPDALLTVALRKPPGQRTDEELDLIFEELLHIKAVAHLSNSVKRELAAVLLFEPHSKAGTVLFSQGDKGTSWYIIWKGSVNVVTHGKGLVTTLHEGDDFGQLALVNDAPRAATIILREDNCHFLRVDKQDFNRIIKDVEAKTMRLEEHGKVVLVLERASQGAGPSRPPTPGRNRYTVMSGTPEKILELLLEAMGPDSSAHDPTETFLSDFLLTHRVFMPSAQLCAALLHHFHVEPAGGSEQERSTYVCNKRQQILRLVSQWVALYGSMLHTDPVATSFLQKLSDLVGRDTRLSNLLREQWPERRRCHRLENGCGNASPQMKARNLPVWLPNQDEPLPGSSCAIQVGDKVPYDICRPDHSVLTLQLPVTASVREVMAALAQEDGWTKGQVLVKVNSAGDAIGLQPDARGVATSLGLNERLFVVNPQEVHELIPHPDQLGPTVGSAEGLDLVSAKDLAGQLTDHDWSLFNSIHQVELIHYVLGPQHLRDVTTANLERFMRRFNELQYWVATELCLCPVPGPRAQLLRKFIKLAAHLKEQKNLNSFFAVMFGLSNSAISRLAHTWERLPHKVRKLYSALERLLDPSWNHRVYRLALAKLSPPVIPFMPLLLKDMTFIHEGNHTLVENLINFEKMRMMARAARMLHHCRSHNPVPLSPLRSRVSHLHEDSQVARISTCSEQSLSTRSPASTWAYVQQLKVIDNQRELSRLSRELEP
# IL2 activator – IL-2 activation; hit rate 0.065% among 360,000; activation, % (series mostly up to about 46 µM); IL-2 activation reporter assay, cell-based qHTS; stimulated with anti-CD3/CD4/CD28 beads; in transgenic mouse T cells; AID 652025; in the data active = activation above about 50%; inconclusive = mostly about 30% to 49%; note: 0% is about no effect
#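 Unstimulated transgenic mouse T cells; 60-min compound exposure; bead-based TCR/CD4/CD28 stimulation; 18 h culture, 37 degrees C; dual fluorescence (EGFP, DsRed) plate cytometry.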
# PTHR1 agonist – activates the human parathyroid hormone receptor PTHR1; HEK293 GP2 PTHR1 cells, GloSensor cAMP luminescence, 1 h; Q03431; hit rate 0.075% among 410,000; Potency, µM (doses to about 115 µM), inactives show at the top dose activation, actives largely listed as activators; note: potency is the fitted concentration of half-maximal effect; nearly all actives have a fitted effect of over 55% in size; some results filed as inactive show a strong effect at the top dose; inactives centre near -15; many of its hits are not listed in these tables
#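 HEK-293-derived GP2 cells expressing PTHR1 and a GloSensor cAMP reporter, 3,000/well, plated overnight, given luciferin plus IBMX (each 0.5 mM as added) for 1 h at 37 °C, then compound for 1 h at 37 °C. Luminescence was read after 15 min at room temperature.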
# EPAC1 ag – activates human EPAC1 exchange factor | hit rate 0.073% among 360,000 | EPAC1 agonist qHTS, biochemical assay; response scale: 100% = response to 6.5 mM cAMP | Potency, µM (highest dose often 154 µM), for the others: at the highest dose activation, hits mostly activators | O95398; note: potency is the fitted concentration of half-maximal effect; nearly all actives have a fitted effect of over 60% in size
#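 Compounds were pinned as a concentration titration into mixtures of EPAC1 (100 nM), BODIPY-GDP-loaded Rap1B (250 nM) and GDP (50 uM). After 5 min at room temperature, fluorescence was followed for 30 min; activity was scaled to 6.5 mM cAMP.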
# PI5P4K alpha inh – inhibitors of human PI5P4K alpha. PI5P4Kalpha enzyme, ADP-Glo luminescence, 60 min; stronger effect = lower value. max response, %. hit rate 1.2% among 330,000. AID 652105; active = max response of -50% or lower; inconclusive = between -30% and -50%; inactive = -30% or higher; note: value at the top dose of about 77 µM; % is set by controls: 0 for no effect and ±100 for the full control effect
#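 Quantitative HTS of the MLSMR library against PI5P4Kalpha with substrate. ATP added last at 5 microM final; room temperature, 60 minutes. Remaining ATP depleted, ADP converted and read as luminescence.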
# GLP1R cytotox – cytotoxicity in counter-screen for GLP-1R inverse agonists | HEK293 cAMP-luciferase reporter cells, luminescence, 24 h | Potency, µM (titrated, usually from 38.3 µM), for inactives: at the highest dose activity change, negative = inhibition, usual class: inhibitors | hit rate 0.13% among 410,000;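 note: loss of luciferase light is scored as toxicity; potency is the fitted concentration of half-maximal effect; % is set by controls: 0 for no effect and ±100 for the full control effect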
#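 To flag toxic compounds, the library was rerun on cells for 24 hr at 37 deg C and 5% CO2. Viability-linked luminescence was captured 12 min after adding luciferase detection reagent.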
# * = called active by the depositor; i = inactive; ? = inconclusive; / = no result given; & = joins results of further samples; [ ] = remark or other dose. Unless noted, calls come from the whole dose curve; as a rule, active = well fitted curve in the direction sought with a large enough effect; inconclusive = small, poorly fitted or top-dose-only effect, or another doubt; inactive = no such curve, though single readings can be large; an effect the other way counts as inactive or inconclusive. These rows are one share of the data; the hit share may differ from the screen's.
# Order of values – GLP1R inv ag | PLK1 PBD inh | GLP-1R agonist | EPAC1 antag | IL2 activator | PTHR1 agonist | EPAC1 ag | PI5P4K alpha inh | GLP1R cytotox
- COc1cc(/C=N/NC(=S)NCCN2CCOCC2)ccc1O
    15.7% | -3.8% | 14.6% | 7.5% | -0.8 | i | -0.8% | -1.3 | 8.9%
- CCCOc1ccc(Cc2c(Cl)nc(SC)nc2N(C)C)cc1
    ? | -2.9% | 17.4% | -14.5% | -0.7 | -29.1% | -8.3% | 17.2 | -6.7%
- COc1ccc(C2(C)NC(=O)N(CC(=O)NC3CC3)C2=O)cc1 (stereo not drawn)
    8.9% | -0.7% | 8.0% | 1.2% | -0.3 | i | 4.0% | 9.8 | -2.9%
- COc1ccccc1-n1c(SCC(=O)N2CCCCC2)nnc1-c1ccccc1O
    -47.4% | 2.8% | -0.2% | 5.4% | 3.0 | -6.9%[57.5 µM] | 11.1% | / | -20.7%
- COc1ccc(CN2CCN(S(=O)(=O)c3ccc(NC(C)=O)cc3)CC2)c(OC)c1OC
    25.1%&1.4% | 4.9% | 0.8% | -20.4% | -0.9 | -50.3%[inhibitor] | -6.8% | -0.9 | 15.2%&-3.1%
- O=C(CCC1CCCC1)N1CCN(C2CCCC2)CC1
    2.5% | -15.8% | -0.4% | 2.6% | 0.4 | i | -0.2% | 6.3 | -3.4%
- O=[N+]([O-])c1ccc2c(c1)C(N1CCOCC1)/C(=C/COc1ccc3ccccc3c1Br)O2 (stereo not drawn)
    2.82µM* | -8.1% | -4.4% | 6.1% | -0.1 | i | 3.2% | -1.2 | 0.5%
- COCOc1ccc(/C=C/C(=O)c2c(O)cc(OCOC)cc2OCOC)cc1
    ? | -4.3% | 5.8% | -8.0% | 0.6 | -48.4%[inhibitor] | 2.9% | 17.8 | 2.3%
- COc1ccc(-c2c(N)n[nH]c2C)cc1OC
    5.0% | -4.6% | -0.8% | -7.7% | -2.4 | i | -1.9% | 0.7 | -1.8%
- Cc1ccc(-c2c3c([nH]c(=S)c2C#N)CCCC3)o1
    0.0% | 11.9µM* | -3.5% | ? | -2.9 | i | -7.4% | / | 0.0%
- CC(=O)Nc1ccc(NC(=O)COC(=O)C2CCC(C(C)(C)C)CC2)cc1 (stereo not drawn)
    ? | 4.9% | -1.3% | -15.6% | -1.1 | -16.7% | -17.3% | -1.8 | -24.2%
- COc1ccc(C(=O)C2CCCN(Cc3nc4ccccc4nc3C)C2)cc1OC (stereo not drawn)
    -26.8% | -8.3% | 14.8% | 2.9% | -3.3 | -3.3% | -10.7% | 0.8 | -13.2%
- Nn1c(Cc2cccc3ccccc23)nnc1SCC(=O)NCC1CCCO1 (stereo not drawn)
    -12.1% | -11.1% | 0.1% | -23.0% | -1.7 | -18.4% | 4.3% | 2.3 | 1.7%
- O=C(Cc1ccc2c(c1)OCO2)NN=Cc1ccc([N+](=O)[O-])o1
    53.3%[activator] | -14.8% | 0.8% | -15.6% | 0.4 | i | 13.8% | 6.0 | ?
- Cc1nccn1CC1CCc2c(c3ccccc3n2C)C1=O (stereo not drawn)
    -17.3%&28.7% | -9.7%&-15.9% | ? | 9.3%&-9.7% | 0.0&-0.2 | -0.1%&-20.1% | 1.6%&-15.4% | 0.4&-1.5 | -2.8%&14.3%
- CCOc1ccccc1NC(=O)CSc1nnc(-c2ccncc2)o1
    7.7% | ? | 5.7% | 0.1% | -0.3 | i | 11.9% | -14.0 | 1.2%
- COc1ccc(N2CCN(C(=O)CNC(=O)Cn3c(C)cc4ccccc4c3=O)CC2)cc1
    5.0% | -1.4% | -3.9% | 6.1% | -2.1 | -15.5%[57.5 µM] | 2.1% | / | 1.1%
- COc1ccc(N2CCN(CC(O)COc3c(OC)cccc3OC)CC2)cc1 (stereo not drawn)
    ? | 5.5% | -5.0% | 0.7% | -3.0 | -6.0% | 6.7% | 0.2 | ?
- CC1CC[C@@]2(OC1)O[C@H]1CC3[C@@H]4C[C@@H](O)[C@@]5(O)C[C@@H](O)[C@H](O)C[C@]5(C)[C@H]4CC[C@]3(C)[C@H]1[C@@H]2C (stereo partly drawn)
    8.6% | -17.3% | 8.6% | -1.9% | 0.5 | i | 13.1% | 0.7 | 3.8%
- COc1cc(C(=S)N2CCC(Cc3ccccc3)CC2)ccc1OCC(N)=O
    4.4% | -3.1% | 12.8% | -10.0% | 1.6 | i | 11.9% | -2.2 | -19.1%
- COc1cccc2sc(N(CCN(C)C)C(=O)/C=C/c3cccs3)nc12
    ? | 4.2% | 6.6% | -6.0% | -0.8 | -3.2% | 1.3% | 0.3 | ?
- CCn1c(/N=C/c2c[nH]c3ccccc23)nc2ccccc21
    4.6% | -2.9% | -1.0% | -4.3% | -2.1 | -17.8%[57.5 µM] | 18.0% | / | -7.4%
- Cc1cccc(C)c1NC(=O)CSc1nc2[nH]c(=O)cc(O)c2s1
    5.5% | -17.0% | -7.1% | 3.4% | -0.5 | i | 7.7% | -16.9 | -9.4%
- O=C(C[n+]1cc(-c2ccccc2)n2c1CCC2)c1cccs1
    -15.3% | -11.3% | 5.5% | 2.4% | 1.9 | -1.5% | 5.6% | 5.8 | -8.2%
- Cc1ccc(Nc2nnc(-c3ccc(C)c(S(N)(=O)=O)c3)c3ccccc23)cc1
    ? | / | -3.9% | / | / | -6.6% | / | / | 0.3%
- CC(=O)c1c(N2CCCCC2)nc(=S)n(Cc2ccccc2)c1C
    -8.9% | -12.6% | 8.2% | -7.3% | -1.9 | ? | 10.9% | 0.4 | -9.3%
- COc1ccc(F)cc1C(=O)C1CCCN(Cc2cnc(N3CCCC3)s2)C1 (stereo not drawn)
    -3.3% | -22.1% | 11.4% | 4.8% | -1.5 | i | -0.7% | 0.2 | -8.9%
- S=c1[nH]nc(COc2ccccc2)n1/N=C/C(Cl)=C/c1ccccc1
    ? | 23.8µM* | -4.9% | -6.8% | -2.1 | -27.4% | 23.9% | / | -28.4%
- COc1cccc(OC)c1OCC(=O)Nc1ccc(S(=O)(=O)N2CCCC2)cc1
    6.5% | -11.9% | 13.5% | -24.5% | -1.0 | -40.2%[inhibitor] | -3.1% | 4.0 | -3.0%
- COc1cccc(N2CCN(Cc3ccco3)CC2)c1
    -2.7% | 5.0% | 1.1% | -21.4% | -1.0 | i | -5.9% | -5.4 | 2.8%
- CC(=O)Nc1ccc(NC(=O)C(C)OC(=O)C(C)SCC(=O)Nc2ccc(C)cc2)cc1 (stereo not drawn)
    1.2% | -2.1% | 5.1% | 15.6% | -2.0 | i | 6.3% | 0.4 | 5.9%
- Cc1ccc(S(=O)(=O)CC(O)COc2ccc(F)cc2Cl)c(C)c1 (stereo not drawn)
    -29.7% | -12.3% | 9.0% | ? | 1.6 | i | 0.1% | 15.7 | -0.2%
- Cc1nnc(SCC(N)=O)n1CCc1ccccc1
    0.5% | 0.2% | 3.9% | 14.3% | -2.1 | i | 0.0% | 2.8 | -9.2%
- CNC[C@H](Cc1ccccc1)NC[C@@H](Cc1cccc2ccccc12)NCCc1ccc(C)cc1
    ? | -6.0% | -12.3% | -10.1% | -0.8 | -94.6%[inhibitor] | -8.7% | 12.3 | -72.9%
- Cc1ccccc1-c1nc(CS(=O)(=O)CC(=O)N(C)C2CCCCC2)c(C)o1
    ? | -11.1% | -1.7% | ? | -2.9 | i | -27.1% | 3.7 | -31.5%
- COCCN(CCOC)C(=O)CN1C(=O)NC(Cc2c[nH]c3ccccc23)C1=O (stereo not drawn)
    -6.4% | -5.4% | 1.8% | -12.0% | -0.1 | -22.3% | 9.1% | -7.7 | -1.9%
- COc1ccc(Cl)cc1C(=O)NNC(=O)c1cccc(S(=O)(=O)N(C)C)c1
    25.4% | -9.0% | -1.4% | -25.4% | -2.5 | i | 11.3% | -0.8 | 9.1%
- Fc1ccc(-c2nc3nc4ccccc4nc3n2Cc2ccco2)cc1
    ? | -5.6% | 6.4% | -9.8% | -0.1 | i | 13.3% | 7.3 | -11.7%
- COc1ccc(-c2csc(CCn3nc(C)cc3C)n2)cc1OC
    46.1%[activator] | -7.3% | 18.7% | -11.8% | -2.2 | i | -2.3% | 4.5 | 5.5%
- CCOc1ccc(CSC2=NCCN2)cc1Cl
    ? | -21.0% | 1.4% | -3.3% | 1.2 | i | 1.4% | 2.3 | ?
- COc1ccc(CC(=O)Nc2ccc(-c3nnc(-c4ccc(C)cc4)o3)cc2)cc1
    21.7% | -0.6% | 5.5% | 10.8% | -0.6 | 2.6% | 1.1% | 1.7 | -13.5%
- CCC/C=N/NC(=O)c1[nH]c2c([N+](=O)[O-])cccc2c1C
    ? | -6.2% | 9.2% | 2.7% | -3.3 | -8.4% | 0.9% | -8.2 | ?
- O=C1NC(c2ccc(Br)cc2)Oc2ccccc21 (stereo not drawn)
    -8.2% | -15.6% | -1.7% | -24.2% | 1.1 | -3.1% | 1.3% | -0.1 | -1.8%
- Cc1cc(C)n2nc(SCC(=O)N(C)C)nc2n1
    0.3% | -3.0% | -3.3% | -7.1% | -0.3 | i | 3.9% | 1.0 | 5.6%
- O=C(Nc1ccon1)c1cc2c(s1)CCCCCC2
    0.0% | 2.5% | 5.9% | -1.2% | -1.7 | -64.3%[inhibitor][57.5 µM] | 0.6% | / | 7.3%
- COc1cccc(NC(=O)C2CCN(c3cc(C)nc4c(-c5ccc(Cl)cc5)c(C)nn34)CC2)c1
    3.1% | / | 1.2% | / | / | -94.2%[inhibitor] | / | / | 2.0%
- COc1ccc(OC)c(-n2nnnc2SCC(=O)Nc2ccc(C(=O)N3CCCCC3)cc2)c1
    0.0% | -4.3% | 2.2% | -3.7% | 0.7 | -9.9%[57.5 µM] | 1.6% | / | -11.1%
- CCOc1ccc(S(=O)(=O)NCc2cccs2)cc1
    13.2% | -4.8% | -7.7% | 3.1% | -0.7 | i | 4.0% | / | -2.5%
- O=C(Cc1cccs1)N/N=C\c1ccc(O)cc1
    7.4% | -9.3% | 14.6% | -5.0% | -2.3 | i | 7.4% | -3.5 | -5.9%

# Copied from the list.
# COc1cc(/C=N/NC(=S)NCCN2CCOCC2)ccc1O in GLP1R cytotox → 8.9%
# CCC/C=N/NC(=O)c1[nH]c2c([N+](=O)[O-])cccc2c1C in PLK1 PBD inh → -6.2%
